# Giardia killer – Small Molecules that selectively kill Giardia lamblia: qHTS | Giardia lamblia trophozoite viability | activity change, % at 7.66 µM, hits read low | 340,000 tested, 0.15% active; in the data active = activity change below about -80%; inconclusive = between about -30% and that limit;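 also: parasites exposed to compound for two days anaerobically before the ATP read; % is scaled to controls: 0 for no effect and ±100 for the full control effect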
#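 Compounds were tested on trophozoites seeded at 100 cells/well and held 48 hrs at 37 deg C anaerobically. An ATP-based luminescent kit measured the remaining live cells.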
# S-ASM inh – Inhibitors of Secretory Acid Sphingomyelinase (S-ASM): qHTS; placental ASM, HMU-PC fluorogenic substrate, 60 min; Potency, µM (highest dose often 57.5 µM), for the others: at the top dose activity change, negative = inhibition, actives largely listed as inhibitors; 340,000 tested, 0.006% active; also: potency is read from the fitted curve at half-maximal effect
#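 Human placenta-derived ASM enzyme was preincubated with compound for 10 minutes at room temperature, then given fluorogenic substrate HMU-PC0 (9 uM final) for 60 minutes at 37 °C; a pH 10 stop preceded fluorescence reading at Ex 386/Em 447 nm.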
# TSG101-PTAP inh – qHTS Assay for Iinhibitors of HIV-1 Budding by Blocking the Interaction of PTAP/TSG101. 340,000 tested, under 10 active. Potency, µM (titrated, usually from 115 µM), inactives show at the highest dose activity change, negative = inhibition, usual class: inhibitors. Fluorescence polarization, FITC-PTAP peptide / Tsg101 binding; active = well fitted inhibition curve with a large enough effect in the main read-out, with a control signal flat, not every such curve was filed as active; inconclusive = small, poorly fitted or top-dose-only effect, or effect the other way, or a change in a side signal; inactive = no such curve, though single readings can be large or run the other way; also: potency is read from the fitted curve at half-maximal effect; % of control where 0% means no effect
# Target sequence (Q99816 whole entry, looked up): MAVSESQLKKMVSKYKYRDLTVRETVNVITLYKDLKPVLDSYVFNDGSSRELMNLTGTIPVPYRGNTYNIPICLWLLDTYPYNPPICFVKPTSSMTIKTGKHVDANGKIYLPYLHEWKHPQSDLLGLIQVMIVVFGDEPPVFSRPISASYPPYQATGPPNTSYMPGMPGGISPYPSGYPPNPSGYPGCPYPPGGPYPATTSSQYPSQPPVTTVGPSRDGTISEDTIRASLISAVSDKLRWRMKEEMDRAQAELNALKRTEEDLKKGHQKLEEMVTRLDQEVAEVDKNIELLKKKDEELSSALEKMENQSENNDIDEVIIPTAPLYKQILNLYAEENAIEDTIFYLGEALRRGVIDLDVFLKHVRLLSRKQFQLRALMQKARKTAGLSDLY
#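 Compounds were pin-transferred onto Tsg101 binding domain (10 uM final) in HEPES pH 7.5 buffer, then FITC-PTAP peptide was added at 50 nM final. After 20 min at RT, polarization reported peptide displacement across a qHTS concentration series.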
# Menin-MLL TR inh – qHTS Assay for Inhibitors Targeting the Menin-MLL Interaction in MLL Related Leukemias: Competition With Texas Red Labeled MLL-derived Mutant Peptide. 270,000 tested, 0.23% active. Menin + Texas Red MLL mutant peptide, fluorescence polarization. O00255. Potency, µM (doses to about 61.6 µM), without a hit: top-dose FP activity change, negative = inhibition, most hits filed as inhibitors; active = well fitted inhibition curve with a large enough effect in the polarisation, with a control signal flat, not every such curve was filed as active; inconclusive = small, poorly fitted or top-dose-only effect, or effect the other way, or a change in a side signal; inactive = no such curve, though single readings can be large or run the other way; the % refers to the polarisation; also: potency is read from the fitted curve at half-maximal effect; % of control where 0% means no effect; many of its hits are not listed in these tables
# Chronic BCR inh – qHTS Assay to Find Inhibitors of Chronic Active B-Cell Receptor Signaling; Potency, µM (highest dose often 46.1 µM), without a hit: top-dose ratio change, negative = lower green/red ratio, most hits filed as inhibitors; ABC-DLBCL IkBa-CBG/CBR reporter, luminescence ratio, 4 h; 340,000 tested, 0.05% active; AID 493014, 2011; active = well fitted inhibition curve with a large enough effect in the signal ratio, with a control signal flat, not every such curve was filed as active; inconclusive = small, poorly fitted or top-dose-only effect, or effect the other way, or a change in a side signal; the % refers to the signal ratio;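 also: potency is read from the fitted curve at half-maximal effect; plate controls were basal doxycycline-induced cells for no effect and cells given 10 µM MG132 for full effect; MG132 reads +100%, hits lower the ratio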
#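 Compounds up to 46 uM were incubated four hours with TMD8 cells whose green CBG68 luciferase is fused to IkappaBalpha; red CBR luminescence normalised the signal, and concentration-effect curves were fitted to fusion, red and ratio data.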
# PKM2 activator – qHTS Assay for Activators of Human Muscle isoform 2 Pyruvate Kinase; Pyruvate kinase PKM (Homo sapiens), P14618; purified PKM2, Kinase-Glo ATP luminescence, activation; response scale: 0% is enzyme alone, no compound; Potency, µM (titrated, usually from 57.5 µM), for the others: at the top dose activation, actives largely listed as activators; 260,000 tested, 0.34% active; AID 1631, 2009; also: potency is read from the fitted curve at half-maximal effect; % is scaled to controls: 0 for no effect and ±100 for the full control effect; nearly all actives have a fitted effect of over 55% in size
#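 Kinase-Glo luminescence reports ATP generated from ADP (0.1 mM) and PEP (0.5 mM) by purified hPK-M2 after 1 h at room temperature, pH 7.2 imidazole buffer; intermediate enzyme activity allows detecting inhibitors and activators.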
# B2AR arrestin – qHTS assay of beta-arrestin-biased ligands of beta2-adrenergic receptor; Beta-2 adrenergic receptor (Homo sapiens), P07550; Potency, µM (doses to about 46.1 µM), inactives show top-dose activation, actives largely listed as activators; 330,000 tested, 0.02% active; AID 492947, 2010; beta-arrestin recruitment to beta2AR, cell-based reporter;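 also: potency is read from the fitted curve at half-maximal effect; 0% = DMSO controls and full agonism = EC100 isoproterenol or metaproterenol; nearly all actives have a fitted effect of over 65% in size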
# FBPA coupling cs – qHTS Assay for Inhibitors of Fructose-1,6-bisphosphate Aldolase from Giardia Lamblia: Coupling assay counterscreen; coupling enzyme system counterscreen, AmpLite Red fluorescence; activity change, negative = inhibition, % at 58.2 µM, hits read low; 290,000 tested, 0.67% active; in the data active = activity change below about -30%; also: % is scaled to controls: 0 for no effect and ±100 for the full control effect
#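 First, compound is pin-transferred into glyceraldehyde-3-phosphate coupling-enzyme reagent at 57.5 uM final and held 10 min at RT. Next, substrate, coupling system and AmpLite Red are added. After 20 min RT, fluorescence (525/598 nm) is read.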
# GALK inh – qHTS Assay for Inhibitors of Human Galactokinase (GALK) | P51570 | Purified GALK, Kinase-Glo residual ATP luminescence | Potency, µM (doses to about 57.5 µM), without a hit: top-dose activity change, negative = inhibition, actives largely listed as inhibitors | 270,000 tested, 0.007% active; also: potency is read from the fitted curve at half-maximal effect; % is scaled to controls: 0 for no effect and ±100 for the full control effect
#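 GALK at 5 nM final was combined with compound, 35 uM ATP and 100 uM galactose in HEPES pH8.0 with MgCl2 and DTT. The reaction ran one hour at room temperature before luminescent ATP detection.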
# Integrin act MD – qHTS for Activators of Integrin-Mediated Alleviation for Muscular Dystrophy; AID 624291, 2012; 350,000 tested, 0.064% active; alpha7betagal myoblasts, beta-gal FDG fluorescence, 48 h; Potency, µM (top dose mostly 38.3 µM), without a hit: top-dose activation, usual class: activators;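 also: potency is read from the fitted curve at half-maximal effect; 100% = response of the positive control SU9516; nearly all actives have a fitted effect of over 60% in size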
#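 alpha7betagal+/- myoblasts (passage 13, 250/well) treated 48 h at 37C with compounds at 1:260 dilution of DMSO stock. Lysed, then beta-galactosidase activity read as FDG fluorescence (ex 480/em 540) after 30 min, with pre-read for autofluorescence.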
# Tb PFK block – qHTS Assay to Find Inhibitors of T. brucei phosphofructokinase. ATP-dependent 6-phosphofructokinase (Trypanosoma brucei brucei), O15648. T. brucei PFK, ADP-Glo luminescence. Potency, µM (doses to about 57.5 µM), for the others: at the top dose activity, negative = inhibition, actives largely listed as inhibitors. 330,000 tested, 0.17% active. AID 485367, 2010;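 also: potency is read from the fitted curve at half-maximal effect; 0% = uninhibited 1x PFK enzyme wells and -100% = no-enzyme wells; nearly all actives have a fitted effect of over 60% in size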
# Target sequence (O15648 whole entry, looked up): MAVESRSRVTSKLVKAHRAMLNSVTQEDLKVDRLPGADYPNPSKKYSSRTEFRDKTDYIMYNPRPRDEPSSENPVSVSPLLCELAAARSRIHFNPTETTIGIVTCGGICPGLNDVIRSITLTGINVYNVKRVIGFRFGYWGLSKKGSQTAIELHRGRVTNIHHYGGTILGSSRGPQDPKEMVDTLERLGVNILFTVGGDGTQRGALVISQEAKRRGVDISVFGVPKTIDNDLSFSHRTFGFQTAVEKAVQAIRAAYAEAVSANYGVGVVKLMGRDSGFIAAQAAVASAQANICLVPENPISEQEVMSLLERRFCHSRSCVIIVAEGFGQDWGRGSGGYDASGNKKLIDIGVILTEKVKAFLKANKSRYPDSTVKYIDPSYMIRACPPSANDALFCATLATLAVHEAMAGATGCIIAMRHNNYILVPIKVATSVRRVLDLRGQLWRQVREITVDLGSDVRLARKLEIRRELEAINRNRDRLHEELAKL
#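 PFK 1.25 nM, F6P 0.5 mM, ATP 0.1 mM, 0.1 M TEA pH 8.0, 5 mM MgCl2, 0.01% Tween20, 0.1% BSA; 45 min RT. ADP-Glo readout. qHTS titration up to 57 uM; curves fitted, compounds curve-classed.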
# * = called active by the depositor; i = inactive; ? = inconclusive; · = not tested or not shown; [ ] = dose if it differs, or a comment. Unless noted, calls follow the shape of the dose curve; as a rule, active = well fitted curve in the direction sought with a large enough effect; inconclusive = small, poorly fitted or top-dose-only effect, or another doubt; inactive = no such curve, though single readings can be large; an effect the other way counts as inactive or inconclusive. A portion of the library, so the mix of outcomes need not match the whole.
SMILES	Giardia killer	S-ASM inh	TSG101-PTAP inh	Menin-MLL TR inh	Chronic BCR inh	PKM2 activator	B2AR arrestin	FBPA coupling cs	GALK inh	Integrin act MD	Tb PFK block
CCOc1ccc(-c2cccc(NS(=O)(=O)c3ccc([N+](=O)[O-])cc3)c2)nn1	0	·	-6%	·	?	·	0.4%	·	·	28%	0%
Cc1cccc(NC(=S)Nc2cccc3ccccc23)c1	-9	-2%	-6%	-5%	1%	4%	0.2%	-3	-2%	-4%	-5%
CCc1nnc(NC(=O)c2cc(S(=O)(=O)N(CC)CC)ccc2Cl)s1	17	-2%	-2%	-2%	16%	-1%	-0.2%	7	3%	?	-9%
O=C(NCCNc1ccc2ccccc2c1)c1cccn2c(=O)c3sccc3nc12	·	·	·	-2%	?	1%	-0.4%	-16	-1%	·	2%
O=c1[nH][nH]c(-c2ccccc2)c1C=Nc1ccccc1Cl	3	0%	-7%	-1%	-1%	2%	-0.6%	4	0%	8%	1%
CC(=O)c1ccc(S(=O)(=O)NCCC(=O)OCC(=O)N(Cc2ccccc2)C(C)(C)C)cc1	-16	0%	-6%	·	-2%	·	0.0%	·	·	1%	-2%
COc1cc(/C=N\NC(=O)c2ccc(-c3ccccc3)cc2)cc(Br)c1O	14	-20%	-4%	·	2%	3%	0.0%	·	-1%	-6%	3%
Cc1ccc(NC(=O)CSc2nc(=O)n(CCN3CCOCC3)c3c2CCCC3)cc1	-4	-1%	-7%	·	1%	·	-0.1%	·	·	-17%	2%
CS(=O)(=O)c1ccc(-n2c(=O)n(Cc3ccccc3)c(=O)c3[nH]cnc32)cc1	-8	1%	-2%	?	?	·	0.2%	-1	-3%	12%	-3%
N#Cc1c(-c2cccnc2)c2c([nH]c1=S)CCCC2	18	1%	2%	1%	10%	-4%	-0.5%	-11	3%	3%	-29%
Cc1cccc(NS(=O)(=O)c2cccs2)c1	19	-2%	-3%	1%	-1%	-3%	-1.7%	-8	1%	-3%	1%
COC(=O)c1cc(OC)c(OC)cc1NC(=O)CC1CCCCC1	-16	-16%	-14%	-19%	?	3%	-0.4%	3	0%	-23%	-1%
CCc1ccc(C)c(OC(=O)c2cncc(Br)c2)c1	-7	-2%	-5%	-10%	2%	8%	-2.5%	2	0%	19%	-2%
COC(=O)c1ccc(N2C(=O)CC(Sc3n[nH]c(C)n3)C2=O)cc1 (centres undefined)	24	0%	-3%	0%	4%	29%	0.0%	-1	-2%	-48%[inhibitor]	2%
Cc1ccc(NS(=O)(=O)c2ccccc2[N+](=O)[O-])cc1S(=O)(=O)N1CCCCC1	0	-5%	-5%	·	11%	·	-0.4%	·	·	-24%	-12%
NC(=O)CC1C(=O)N(c2ccc(Cl)cc2)C(=S)N1NC(=O)c1cccc(F)c1 (centres undefined)	-13	0%	-1%	33%[activator]	?	·	-0.2%	4	0%	2%	-27%
N#Cc1cccc(NS(=O)(=O)c2ccccc2Cl)c1	0	-3%	-4%	·	3%	·	-0.3%	·	·	21%	-3%
CCOc1ccccc1C1C(C#N)=C(N)Oc2cc(C)n(Cc3ccccn3)c(=O)c21 (centres undefined)	-2	0%	-6%	1%	-1%	5%	0.2%	-2	8%	-7%	5%
CCOC(=O)c1cccc(NC(=O)c2ccc(NC(=O)C3CCCO3)cc2)c1 (centres undefined)	21	-5%	-4%	0%	-9%	0%	-0.5%	0	0%	21%	1%
CC1CC(Nc2ccccc2N)=CC(=O)O1 (centres undefined)	-19	4%	0%	-4%	?	0%	-0.3%	1	0%	-3%	3%
CCN(CC)CCn1c2c(c(SCC(=O)Nc3ccc(F)c(F)c3)nc1=O)CCC2	2	·	-3%	·	-3%	·	-0.3%	·	·	9%	0%
Nc1c(Cl)cc(Cl)cc1C(=O)OCC(=O)N1CCOCC1	11	·	-2%	7%	?	-3%	0.0%	0	0%	2%	-3%
CCOc1c2ccc(C(=O)N[C@H](C)C3CCCCC3)cc2nn1CC	-8	25%	1%	-1%	3%	-4%	-0.7%	0	-3%	-11%	1%
CC(=O)c1ccc(OCCCC(=O)NCCc2ccccc2)cc1	15	2%	-3%	·	4%	-1%	-0.2%	·	-7%	-11%	3%
CSc1nccc(-c2nn(-c3ccc(C)cc3)ccc2=O)n1	-2	9%	-1%	-11%	-10%	0%	5.1%	2	0%	-11%	1%
CC[C@]1(C(=O)OC)[C@H]2C(=O)N(Cc3ccccc3)C(=O)[C@H]2[C@H]2CN=C(SCC3CC3)N21	-10	-3%	-1%	·	-4%	·	-2.1%	·	·	29%	-2%
Cc1ccc(Cn2cc(CCC(=O)O)c3ccccc32)cc1	-25	1%	-3%	23%	?	·	0.2%	13	-1%	0%	1%
CC(=O)N1CCN(C(=O)c2cc(-c3ccc(C)o3)nc3ccccc23)CC1	-21	i	-3%	·	-19%	·	0.1%	·	·	-24%	-12%
Cc1cc(C)cc(N(CCC(=O)Nc2nnc(C3CC3)s2)S(=O)(=O)c2ccc(Cl)cc2)c1	17	-6%	-3%	-12%	1%	-10%	2.2%	1	2%	-11%	8%
Nc1ccccc1NC1=CC(=O)CC(c2ccco2)C1 (centres undefined)	-30	-1%	-1%	?	?	-2%	0.0%	-10	1%	6%	12%
Cc1[nH]nc(-c2ccc(OCc3cnn(-c4ccccc4)c3)cc2O)c1Oc1ccc(F)cc1	5	0%	0%	?	14%	1%	-0.3%	·	-3%	-42%	1%
CC(C)(C)C(=O)O/N=C1\CCS(=O)(=O)c2sccc21	30	3%	1%	-7%	-5%	-3%	0.0%	3	7%	91%	-2%
CCOC(=O)C1C(c2cc(OC)c(OC)c(OC)c2)NC(=S)NC1(O)C(F)(F)F (centres undefined)	-9	-2%	-9%	?	?	1%	-1.0%	-11	-1%	-1%	11%
COc1ccc(/C=N/NC(=O)c2ccccc2Cl)cc1CSc1nc2ccccc2s1	12	-4%	-5%	-30%	?	1%	0.1%	-1	0%	-10%	-2%
CCn1cc(C(=O)NCC(OC)OC)c(=O)c2cc(S(=O)(=O)N(C)C3CCCCC3)ccc21	-5	-1%	-3%	-8%	-11%	·	-0.3%	1	2%	-11%	1%
CCc1c(C)nc2ncnn2c1N1CCCC(C(=O)NCc2ccco2)C1 (centres undefined)	-10	-2%	-4%	-16%	-3%	-10%	-0.1%	5	-2%	-12%	-6%
Cc1cc([N+](=O)[O-])ccc1NC(=S)NC1CCCC1	4	0%	-6%	·	-1%	19%	-0.9%	·	0%	4%	2%
Cc1ccc(OCCC(=O)OCc2csc(CC(=O)Nc3ccccc3C)n2)cc1	0	-2%	0%	·	0%	-4%	-0.5%	·	-10%	10%	1%
COc1cccc(-c2nc(CS(=O)CC(=O)NCc3ccc(F)cc3)c(C)o2)c1 (centres undefined)	-24	-2%	3%	·	-19%	·	-0.4%	·	-8%	24%	1%
Cc1cc(Cl)ccc1OC(C)C(=O)OCC(=O)Nc1ccc2[nH]c(=O)[nH]c2c1 (centres undefined)	6	1%	-3%	·	0%	·	0.4%	·	·	18%	-1%
CC1CCN(C(=O)COC(=O)c2ccc(Cl)nc2)CC1	1	5%	-4%	·	15%	·	-0.1%	·	·	0%	-16%
CCOc1cccc(-c2c(C(=O)N/N=C/c3ccc(C)o3)nnn2-c2nonc2N)c1	18	-1%	0%	·	-1%	·	0.6%	·	-3%	15%	3%
CC(=O)N1CC(=O)N(OCc2ccccc2)C1c1ccc(Cl)cc1Cl (centres undefined)	13	0%	-5%	-1%	0%	-2%	0.4%	-4	-2%	20%	-6%
CCCCCn1c(=O)[nH]c2cc(C(=O)O)ccc2c1=O	2	224%[activator]	-6%	-20%	7%	-23%	-0.3%	29	2%	-52%[inhibitor]	-6%
CN1CCN/C1=C(/C(Cl)=C(Cl)Cl)[N+](=O)[O-]	-15	0%	2%	2%	-7%	10%	1.0%	2	8%	-17%	-2%
